# High-throughput results as filed in PubChem.
# Bcl-B TR3 displacers: displacers of TR3 peptide from Bcl-B, primary screen, selectivity assay for Bfl-1 inhibitor project, biochemical, fluorescence polarization; AID 748; actives 0.11% (n = 96,000); displacement, % at 20 µM, or IC50 in µM where a hit was titrated; FP displacement of FITC-TR3 peptide from Bcl-B; higher % means a stronger effect;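 active = displacement above 50% at 20 µM plus a fluorescence interference ratio under 1.5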;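 also: plate controls were wells without compound for no effect and wells lacking Bcl-B protein for full effect; a part of the inactive calls stands beside numbers as strong as those of hits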
# MRP resist rev: compounds reversing MRP-mediated drug resistance. differential viability (reversal), % at 10 µM. H69AR cells + 2 uM doxorubicin, CellTiter-Glo, 72 h. actives 0.04% (n = 85,000);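 active = viability drop by adding the cancer drug above about 55%, with treated viability meeting a 40% cutoff, limit read from the data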;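 also: viability without doxorubicin minus viability with 2 µM doxorubicin for each compound; larger differential means the compound sensitizes cells more to doxorubicin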
# IL1B NFkB inh: blocks IL-1B driven NFkB nuclear translocation in HUVEC cells; inhibition, % at 2 µM; HUVEC IL-1B NFkB p65 nuclear translocation imaging; actives 0.43% (n = 94,000); AID 796;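 active = inhibition above about 30% together with a positive call from visual inspection of the well image, limit read from the data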;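 also: nuclear over cytoplasmic p65 intensity ratio measured by imaging; 0% = IL-1B stimulated DMSO wells and 100% = unstimulated DMSO wells; values of inactives mirror those of a sister screen read the other way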
# PLAP inhibitors HTS: PLAP enzyme inhibitors, biochemical, luminescence, HTS (AID 690); purified PLAP, luminescent substrate; higher % means a stronger effect; one-dose inhibition, % at 20 µM; IC50 in µM for titrated hits; actives 0.08% (n = 96,000); in the data active = a potency from the dose series; inactive = the rest, 99 in 100 with inhibition below about 30%; also: strong numbers were not always called active
# NFkB transloc pot: enhances IL-1B driven NFkB nuclear translocation. activation, % at 2 µM. AID 819. actives 0.3% (n = 94,000). HUVEC IL-1B NFkB p65 nuclear translocation imaging;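 active = activation above 40%, about the mean plus 3 SD, also judged a hit on visual image review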;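 also: percent activation is computed from the nuclear over cytoplasmic p65 intensity ratio; values of inactives mirror those of a sister screen read the other way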
# MRP resist rev cytotoxicity: recorded beside MRP resist rev, whose call it bears; viability, %; H69AR cells, CellTiter-Glo, 72 h; measured here: cytotoxicity without doxorubicin
# MRP resist rev with doxorubicin: second read-out of MRP resist rev, no call of its own (marks repeat the call); viability, %; measured here: viability with 2 uM doxorubicin; stronger effect = lower value
# IL1B NFkB inh cell count 2 µM: also measured in IL1B NFkB inh; calls as there; cell count; measured here: cells passing quality filter;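 raw number of nuclei counted in each imaged well without normalization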
# NFkB transloc pot cell count 2 µM: also measured in NFkB transloc pot; calls as there; cell count; measured here: cells passing quality filter
# * hit, by the source's call; . = not tested or not shown. The list is partial; the hit share may differ from the screen's.
SMILES	Bcl-B TR3 displacers	MRP resist rev	MRP resist rev cytotoxicity	MRP resist rev with doxorubicin	IL1B NFkB inh	IL1B NFkB inh cell count 2 µM	PLAP inhibitors HTS	NFkB transloc pot	NFkB transloc pot cell count 2 µM
COc1cc(C(=O)CSc2nncn2C)cc(OC)c1OC	-9.2%	1.9	99.1	97.2	3.4	167	-25.1%	-3.4	167
COc1ccc(-n2c3c(cc(C(=O)Nc4ccc(C)cc4)c2=O)C(=O)CCC3)cc1	.	6.1	91.9	85.8	4.2	95	.	-4.2	95
Cc1noc(C)c1COc1cccc(C(=O)OC(C)C(=O)Nc2ccc3c(c2)OCO3)c1 (configuration not stated)	5.7%	.	.	.	-6.4	153	5.8%	6.4	153
CCCN1C(=O)c2ccc(C(=O)NC3CCCCC3)cc2C1=O	0.8%	4.3	93.5	89.2	-5.4	114	5.9%	5.4	114
Clc1ccc(-c2nn3cnnc3s2)c(Cl)c1	-4.8%	4.8	87.0	82.2	.	.	4.3%	.	.
COc1ccc(OC)c(NC(=O)C2CCCNC2=O)c1 (configuration not stated)	-78.6%	-20.5	87.9	108.4	1.6	136	-2.0%	-1.6	136
CCOC(=O)N1CCC(NC(=O)Cn2ncc3c2-c2cc(C)ccc2OC3)CC1	-6.8%	-0.2	84.3	84.5	-28.3	198	-52.0%	28.3	198
Cc1ccc(-c2nc(C#N)c(NCCN3CCCCC3)o2)cc1	-3.0%	12.1	89.8	77.7	-12.3	145	-53.2%	12.3	145
c1ccc2c(Nc3nnc(-c4ccncc4)s3)cccc2c1	-8.1%	.	.	.	-3.9	131	-2.8%	3.9	131
Oc1ccc(Br)cc1/C=N/n1cnc2ccccc21	-27.0%	.	.	.	8.5	77	-6.1%	-8.5	77
O=c1ncn(-c2ccc(F)cc2)c2ncccc12	-3.5%	.	.	.	-11.7	160	19.4%	11.7	160
Cc1ccc([N+](=O)[O-])cc1-c1ccc(/C=N/NC(=O)c2cc3c(ccc4ccccc43)o2)o1	31.0%	.	.	.	-0.4	168	-39.8%	0.4	168
Cc1cc(N2C(=O)C3CC=CCC3C2=O)cc(C)c1Br (configuration not stated)	.	.	.	.	12.3	147	.	-12.3	147
COC(=O)c1sccc1NC(=O)CCC1CCCC1	3.6%	11.8	93.5	81.7	-8.7	60	24.8%	8.7	60
CS(=O)(=O)N(CC(=O)NCc1ccco1)c1cc(C(F)(F)F)ccc1Cl	-7.5%	15.7	95.7	79.9	6.7	148	14.1%	-6.7	148
O=C(CN(Cc1ccccc1)S(=O)(=O)c1ccccc1)N1CCOCC1	-16.4%	-23.7	66.1	89.8	-2.7	141	-9.9%	2.7	141
CCn1cc(C(=O)NCc2cccnc2)c(=O)c2cc(F)c(N3CCN(C(=O)c4ccco4)CC3)cc21	-18.4%	11.4	34.7	23.3	2.0	92	-67.4%	-2.0	92
O=[N+]([O-])c1ccc(N=Nc2ccc(O)cc2O)cc1	-1.9%	-1.2	3.2	4.4	15.4	129	29.0%	-15.4	129
Cc1cccc2nc(CSc3nncn3-c3ccccc3)cn12	6.1%	13.9	93.8	79.9	-4.5	71	16.5%	4.5	71
COc1ccc(NC(=O)C2CCN(c3nc(C)nc4c3CCC4)CC2)cc1	33.8µM*	-3.6	68.1	71.7	.	.	-36.1%	.	.

# Of the compounds above, two have bromine.
SMILES	Bcl-B TR3 displacers	MRP resist rev	MRP resist rev cytotoxicity	MRP resist rev with doxorubicin	IL1B NFkB inh	IL1B NFkB inh cell count 2 µM	PLAP inhibitors HTS	NFkB transloc pot	NFkB transloc pot cell count 2 µM
Oc1ccc(Br)cc1/C=N/n1cnc2ccccc21	-27.0%	.	.	.	8.5	77	-6.1%	-8.5	77
Cc1cc(N2C(=O)C3CC=CCC3C2=O)cc(C)c1Br (configuration not stated)	.	.	.	.	12.3	147	.	-12.3	147

# The list goes on:
SMILES	Bcl-B TR3 displacers	MRP resist rev	MRP resist rev cytotoxicity	MRP resist rev with doxorubicin	IL1B NFkB inh	IL1B NFkB inh cell count 2 µM	PLAP inhibitors HTS	NFkB transloc pot	NFkB transloc pot cell count 2 µM
CC(C)COc1nc2ccccc2c(=O)n1OCC(=O)O	1.0%	.	.	.	-20.8	133	-10.2%	20.8	133
COc1ccc(-c2n[nH]c(C)c2-c2ccc(Cl)cc2)c(O)c1	0.1%	-30.5	48.2	78.7	-0.9	135	-54.7%	0.9	135
CCOCCCNC(=O)C(Cc1ccccc1)NC(=O)c1ccco1 (configuration not stated)	-8.4%	-11.5	87.2	98.7	-11.9	162	-5.7%	11.9	162
Cc1ccc(-c2cc3nc(-c4ccccc4)cc(N4CCOCC4)n3n2)cc1	.	17.6	82.6	65.0	13.1	87	.	-13.1	87
COC(=O)c1ccc2c(c1)C(=O)N(C1CCCCC1)C2=O	-5.7%	21.7	98.5	76.8	-9.2	129	-1.1%	9.2	129
CCC(=O)OC1CC(C)N(C(=O)c2ccccc2)c2ccc(C)cc21 (configuration not stated)	8.8%	5.7	89.8	84.2	7.5	54	-23.4%	-7.5	54
O=C(O)Cn1cnc2ccccc2c1=O	15.8%	-0.2	99.1	99.3	-2.4	165	8.9%	2.4	165
CCCCNC(=S)NNC(=O)c1nn(C)c(C)c1Cl	.	-3.5	77.3	80.8	-3.0	154	.	3.0	154
C=CCNC(=O)c1onc(CSc2ccccc2C)c1C(=O)O	0.1%	.	.	.	-16.7	132	11.4%	16.7	132
S=c1[nH]nc(C2CCCCC2)n1/N=C/c1cccs1	-0.1%	.	.	.	-14.1	157	-11.5%	14.1	157
O=C(O)c1ccc(N2C(=O)C3ON(c4ccccc4)C(c4ccccc4F)C3C2=O)cc1 (configuration not stated)	7.4%	-2.6	102.6	105.2	-25.3	171	-0.8%	25.3	171
CCCCC(CCC(=O)Nc1ccc(C(=O)OC)cc1)C(=O)O (configuration not stated)	.	-4.0	97.4	101.4	-5.7	136	.	5.7	136
Cc1cccc(N2C(N)=NC(N)=NC23CCCCC3)c1	-24.5%	-4.1	92.7	96.8	-16.1	194	5.4%	16.1	194
Cc1ccc2c(c1)nnn2C1CCN(CC(=O)c2ccc(Cl)cc2)CC1	-5.8%	-15.0	83.6	98.6	7.2	111	-6.6%	-7.2	111
COc1ccccc1NC(=O)Cn1cnc2c(oc3ccccc32)c1=O	3.9%	2.5	88.0	85.5	-2.8	143	15.7%	2.8	143
O=C(Nc1nccs1)C1CCCN1S(=O)(=O)c1cccc2cccnc12 (configuration not stated)	5.8%	-2.9	88.4	91.3	-8.0	191	22.2%	8.0	191
Cc1ccc2cc(COC(=O)c3ccncc3)c(=O)[nH]c2c1	5.7%	.	.	.	-5.5	125	-12.5%	5.5	125
Cc1cc(C)nc(NS(=O)(=O)c2ccc(NC(=O)c3ccc(S(=O)(=O)N4CCOCC4)cc3)cc2)n1	0.0%	.	.	.	-0.1	122	-29.0%	0.1	122
Cc1ccc(C(O)CN2C3=NCCCN3c3ccccc32)cc1 (configuration not stated)	.	-0.9	80.8	81.7	1.0	84	.	-1.0	84
Cc1ccc(-n2ncc3c2ncn2c(-c4ccncc4)nnc32)cc1	-11.5%	3.1	65.3	62.2	.	.	23.5%	.	.
Cn1cccc1/C=N/NC(=O)c1sc2ccccc2c1Cl	-24.2%	.	.	.	2.2	112	8.2%	-2.2	112
CC(=O)Nc1cc2c(cc1NC(=O)c1cnccn1)OCCO2	5.2%	1.2	101.2	100.0	8.3	165	4.1%	-8.3	165
COc1ccc(NS(=O)(=O)c2ccc(S(=O)(=O)N3CCCC3)cc2)cc1	2.3%	7.3	87.2	80.0	-14.5	150	-4.6%	14.5	150
O=C(NCC1CCCO1)c1cccnc1Nc1ccccc1F (configuration not stated)	1.4%	-0.3	62.4	62.7	-27.5	85	10.1%	27.5	85
COc1ccc(C(=O)N2CCC(N3CCN(c4ccccc4)CC3)CC2)cc1	9.7%	7.4	90.5	83.1	-11.3	196	-82.2%	11.3	196
Cc1cc(C)cc(NC(=S)NC2CC3CCC(C2)N3Cc2ccco2)c1 (configuration not stated)	-9.5%	.	.	.	3.2	93	-27.8%	-3.2	93
O=C(NNC(=S)Nc1ccccc1)c1cccc(Br)c1	-4.6%	.	.	.	20.1	158	-19.3%	-20.1	158
CCSc1oc(-c2ccco2)nc1S(=O)(=O)c1ccc(F)cc1	-2.3%	5.1	82.3	77.2	.	.	11.4%	.	.
OCCN1CCN(c2nc(-c3ccccc3)c3cc(Cl)ccc3n2)CC1	10.6%	-43.3	8.3	51.7	6.4	124	-40.5%	-6.4	124
CNC(=O)CN(c1ccc(F)cc1)S(=O)(=O)c1cc(C)ccc1OC	0.9%	7.4	103.3	95.9	-4.2	167	-61.3%	4.2	167
Cc1cc(NC(=O)c2cccc(S(=O)(=O)N3CCOCC3)c2)no1	-11.1%	7.6	99.7	92.0	6.0	163	8.6%	-6.0	163
CC1(C(=O)O)CCC(C(=O)N2CCOCC2)C1(C)C (configuration not stated)	-0.3%	-4.6	95.5	100.1	6.3	118	-5.6%	-6.3	118
Cc1cccc(NC(=O)c2onc3c2CCCC3)c1C	-2.3%	.	.	.	6.5	100	2.0%	-6.5	100
CS(=O)(=O)N(CC(=O)Nc1ccc(F)cc1F)c1cccc([N+](=O)[O-])c1	-3.8%	.	.	.	-2.8	107	1.7%	2.8	107
CCC1Oc2ccc(C)cc2N(CC(=O)N(Cc2ccncc2)Cc2ccco2)C1=O (configuration not stated)	.	15.5	34.4	18.9	7.1	94	.	-7.1	94
CCNS(=O)(=O)c1ccc(NS(=O)(=O)c2cc(C)ccc2C)cc1	-4.8%	-10.5	86.0	96.5	-0.8	149	-29.9%	0.8	149
CCc1nc(SCC(=O)N2CCCC2)c2ccccc2n1	-4.4%	-2.4	58.9	61.3	-6.2	102	-6.2%	6.2	102
CCc1c(C)nc2cc(-c3ccc(OC)c(OC)c3)nn2c1N1CCC(C)CC1	-9.5%	-16.1	70.1	86.1	2.3	174	-18.3%	-2.3	174
COc1ccc(OC)c(-c2nc(C)sc2CC(=O)O)c1	-2.7%	-3.8	88.0	91.7	8.9	89	16.2%	-8.9	89
CCOC(=O)c1snc(-c2ccc(F)cc2)c1N	-3.1%	-6.0	90.8	96.8	0.8	143	26.9%	-0.8	143
CCCOc1ccccc1N/C(=N/c1nc(C)cc(C)n1)NC(=O)Nc1ccc(Cl)cc1	2.6%	.	.	.	13.3	144	-15.6%	-13.3	144
COc1cccc(CC(NC(C)=O)C(=O)NC2CCN(c3c4c(nc5ncnn35)CCC4)CC2)c1 (configuration not stated)	.	0.1	98.1	98.0	4.5	104	.	-4.5	104
COc1ccc(-c2nnc(SCc3nc4ccccc4s3)n2C(C)C)cc1	-9.1%	.	.	.	-11.2	172	6.4%	11.2	172
CC(=O)c1c(C)[nH]c2ccccc2c1=O	-1.5%	7.7	100.3	92.6	11.4	133	-8.1%	-11.4	133
CCOC(=O)c1c(NC(=O)CSc2nnc3c(n2)[nH]c2ccc(F)cc23)sc(C(C)=O)c1C	-11.1%	.	.	.	2.5	160	0.8%	-2.5	160
Cc1cc(C)n(-c2nc(N(C)C)nc(N(C)C)n2)n1	.	-7.6	93.2	100.8	-3.2	103	.	3.2	103
O=C(O)CCC(=O)Nc1ccc(F)cc1	-0.9%	-3.0	104.7	107.7	10.6	196	13.1%	-10.6	196
O=C(NCCCN1CCOCC1)c1ccc(CS(=O)(=O)c2c(Cl)cccc2Cl)o1	5.3%	4.4	91.2	86.8	-6.5	76	-37.2%	6.5	76
O=c1[nH]c2ccc(S(=O)(=O)Nc3ccc(-c4nnc5n4CCCCC5)cc3)cc2o1	2.0%	-14.3	83.1	97.3	2.5	131	-8.2%	-2.5	131
